Assay outcomes from PubChem BioAssay.
MT1-MMP txn act: MT1-MMP promoter reporter activation – cell-based, luciferase luminescence, primary screen; 86,000 compounds, 0.16% hits; activation factor at 10 µM; HT1080 MT1-MMP promoter luciferase reporter, overnight; hits give high values;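 active = activation factor of at least 2 for MT1-MMP transcription at 10 µM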
Smad3 FoxH1 inh: Smad3/FoxH1 peptide binding inhibitors, primary screen, biochemical, TR-FRET; 88,000 compounds, 0.29% hits; TR-FRET Smad3/Dy647-FoxH1 peptide binding, europium anti-His; inhibition, % at 25 µM; Mothers against decapentaplegic homolog 3 (Homo sapiens), P84022;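 active = compounds that reduce the energy-transfer binding signal between the protein and its labelled peptide by more than half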;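 note: 0% = Smad3 plus labelled peptide maximal FRET and 100% = peptide-only background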
Target sequence (P84022 whole entry, looked up): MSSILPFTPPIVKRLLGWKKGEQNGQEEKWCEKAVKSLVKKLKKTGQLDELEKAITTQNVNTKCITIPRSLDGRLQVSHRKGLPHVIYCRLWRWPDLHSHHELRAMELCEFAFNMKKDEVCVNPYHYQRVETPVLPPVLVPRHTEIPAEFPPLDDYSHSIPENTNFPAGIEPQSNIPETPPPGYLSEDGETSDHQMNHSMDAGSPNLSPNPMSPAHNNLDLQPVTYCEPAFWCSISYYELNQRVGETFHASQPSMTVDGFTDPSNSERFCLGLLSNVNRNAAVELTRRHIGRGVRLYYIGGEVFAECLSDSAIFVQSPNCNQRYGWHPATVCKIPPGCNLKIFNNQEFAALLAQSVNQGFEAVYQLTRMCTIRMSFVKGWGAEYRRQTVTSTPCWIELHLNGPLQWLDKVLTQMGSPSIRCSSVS
Mac1 fbg enh: enhancers of CD11b/CD18 adhesion to fibrinogen, primary screen, K562 cells, luminescence; activation, % at 10 µM; Integrin beta-2 (Homo sapiens) + Integrin alpha-M (Homo sapiens), P05107+P11215; 93,000 compounds, 0.07% hits; AID 1499, 2009; ATPlite luminescence;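 active = 10 µM primary screen giving 50% or more activity, confirmed by 40% or more on retest at that dose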; note: strong numbers were not always called active
H69AR growth 86K: proliferation blockers of H69AR lung cancer cells, primary screen, cell-based, human, 86K library; 85,000 compounds, 6% hits; viability, % at 10 µM; AID 598, 2007; H69AR lung tumor viability, ATP luminescence, 72 h; hits give low values;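 active = viability at or below 40%; inactive = viability above 40%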;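 note: multidrug resistant small cell line overexpressing MRP-1 efflux transporter; 100% = mean luminescence of untreated control wells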
ERa coact pot: enhancers of ERα–SRC-1 coactivator binding, primary screen, biochemical, TR-FRET, ERα LBD, low estradiol. 86,000 compounds, 1.3% hits. Estrogen receptor (Homo sapiens), P03372. TR-FRET ERalpha-LBD/SRC-Cy5 coactivator binding, 2 h; 100 = basal binding, no effect. AID 639, 2007. coactivator binding (% of control), % at 25.6 µM; in the data active = activity above about 200%;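 note: binding measured in presence of low estradiol as agonist stimulus; 0% = peptide alone without receptor and 100% = receptor with peptide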
Target sequence (P03372 whole entry, looked up, the tested form may be a part): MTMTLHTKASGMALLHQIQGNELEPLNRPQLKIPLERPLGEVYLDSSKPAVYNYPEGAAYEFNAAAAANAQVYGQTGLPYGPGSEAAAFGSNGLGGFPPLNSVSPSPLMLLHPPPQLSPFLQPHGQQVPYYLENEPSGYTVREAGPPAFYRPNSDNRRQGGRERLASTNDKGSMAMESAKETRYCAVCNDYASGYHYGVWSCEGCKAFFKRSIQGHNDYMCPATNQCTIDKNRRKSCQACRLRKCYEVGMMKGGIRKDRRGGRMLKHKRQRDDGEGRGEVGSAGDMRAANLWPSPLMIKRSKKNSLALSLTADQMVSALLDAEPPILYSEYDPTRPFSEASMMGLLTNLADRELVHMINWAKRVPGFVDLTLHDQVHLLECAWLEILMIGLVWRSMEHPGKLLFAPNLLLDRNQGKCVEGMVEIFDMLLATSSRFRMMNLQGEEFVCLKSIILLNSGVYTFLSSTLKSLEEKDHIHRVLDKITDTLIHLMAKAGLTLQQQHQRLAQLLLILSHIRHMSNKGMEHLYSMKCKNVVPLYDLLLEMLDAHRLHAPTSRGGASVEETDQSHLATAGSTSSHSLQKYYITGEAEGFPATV
Lung fibro prol: antiproliferative effect on LL 47 fibroblasts – human, LL 47 cells, CellTiter-Glo luminescence, primary screen | viability, % at 10 µM | LL 47 human lung fibroblast viability, ATP luminescence; hits give low values | 85,000 compounds, 1.1% hits;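 active = viability at or below 50% in the single dose screen; inactive = viability above 50%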;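 note: compound exposure lasted 72 h before the ATP readout; 100% = median luminescence of untreated cell-only wells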
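Test system: LL 47 human lung fibroblasts; Quantity: 1,150 cells/well; Buffer or medium: IMEM plus 15% FBS; Dosing: tenfold compound dosing solution, DMSO at 0.1%; Timing: overnight cell rest, 72 h compound treatment at 37 °C; Detection: ATP-based CellTiter-Glo luminescent readout; Read-out basis: viability percentage against median untreated-cell control; Controls: cell-only wells, no compound.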
HUVEC inhibit: inhibitors of HUVEC proliferation, primary screen, cell-based, 384-well; viability, % at 10 µM (by protocol); AID 648, 2007; CellTiter-Glo luminescence, 72 h; hits give low values; 86,000 compounds, 1.1% hits;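 active = viability at or below 30%; inactive = viability above 30%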;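 note: 100% = median luminescence of DMSO-only cell control wells on each plate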
ERa SRC1 inh: ERα–SRC-1 coactivator interaction inhibitors, primary screen, biochemical, TR-FRET, ERα LBD, estradiol-bound. Estrogen receptor (Homo sapiens), P03372. inhibition, % at 25.6 µM. 86,000 compounds, 1.7% hits. TR-FRET ER-alpha LBD / SRC-1 peptide; in the data active = inhibition above about 50%;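 note: 0% = receptor plus peptide control and 100% = peptide only without receptor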
ERb coact inh: inhibitors of ERβ-SRC1 coactivator interaction, primary screen, biochemical, TR-FRET, ERβ LBD, SRC-1 peptide | Estrogen receptor beta (Homo sapiens), Q92731 | TR-FRET ER-beta LBD / SRC1-Cy5 peptide binding; receptor agonist-loaded with 1 µM estradiol | inhibition, % at 25.6 µM | 86,000 compounds, 1.3% hits | AID 633, 2007;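 active = compounds whose percent inhibition of the receptor-coactivator binding signal exceeds about 50% in the single-dose screen, limit read from the data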;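 note: 0% = receptor plus peptide wells without compound and 100% = peptide-only wells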
Numbers without * were called inactive; / = no result given; [ ] = dose if it differs, or a comment. Not all compounds are listed. The share of hits here may be higher or lower than overall.

| smiles | H69AR growth 86K | MT1-MMP txn act | ERa coact pot | Mac1 fbg enh | Lung fibro prol | ERa SRC1 inh | HUVEC inhibit | Smad3 FoxH1 inh | ERb coact inh |
| --- | --- | --- | --- | --- | --- | --- | --- | --- | --- |
| Cc1nn(-c2ccccc2)c(Cl)c1/C=C1\SC(=S)NC1=O | 50 | 1.2 | 79 | -10 | 94 | 0 | 67 | 19 | -2 |
| CN(C)C(=O)CSc1cccc2cccnc12 | 0.6* | 1 | 113 | -1 | 40* | 25[fluorescence artefact?] | 72 | 1 | -2 |
| Oc1[nH]c2ccccc2c1C=NCC1CCCO1 (centres undefined) | 97 | 1.1 | 116 | 0 | 103 | 0 | 101 | 2 | -3 |
| CCN1C(=O)c2cccc3c(NC(=O)c4ccccc4)ccc1c23 | 81 | 1.2 | 108 | / | 97 | -14[fluorescence artefact?] | 72 | 5 | -7 |
| O=S(=O)(c1ccccc1)c1ccccc1/C=N\O | 96 | 1.1 | 111 | -3 | 97 | -3 | 104 | -7 | -9 |
| CC(C)c1ccc(-c2noc(C3CCCN(C(=O)c4ccc(F)cc4F)C3)n2)cc1 (centres undefined) | 109 | 1.2 | 95[fluorescence artefact?] | -6 | 100 | 10[fluorescence artefact?] | 59 | -17 | 15[fluorescence artefact?] |
| Cc1cc(SCNC(=O)c2ccccc2)ncn1 | 90 | 1.1 | 129 | 5 | 108 | 6 | 100 | 15 | -1 |
| COc1ccc2oc(=O)c(C(=O)N3c4ccccc4CC3C)cc2c1 (centres undefined) | 52 | 1.2 | 103 | -4 | 90 | -3 | 86 | -4 | -13 |
| O=C(CN1CCOCC1)Nc1cccc(C(=O)Nc2cccc(C(F)(F)F)c2)c1 | 61 | 1 | 113 | 4 | 97 | -8 | 80 | 2 | 4 |
| CN(C)C(=O)c1cnc(Sc2ncc(C(F)(F)F)cc2Cl)n1C | 89 | 1.2 | 102 | -2 | 98 | 9 | 99 | 3 | -4 |
| Cc1ccccc1OC(C)c1nc(-c2ccccc2)no1 (centres undefined) | 95 | 1.1 | 99 | 4 | 104 | -39 | 105 | 1 | -10[fluorescence artefact?] |
| Cc1ccc2cccc(Oc3cnccn3)c2n1 | 83 | 1.1 | 103 | 0 | 97 | 3 | 110 | -1 | 6 |
| O=C(CCCOc1ccc(Cl)cc1Cl)NCC1CCCO1 (centres undefined) | 96 | 1.1 | 112 | / | 96 | -2 | 93 | 8 | -2[fluorescence artefact?] |
| CCNc1ccc(S(=O)(=O)C(F)(F)F)cc1NC(=O)C12CCC(CC1)C2 | 68 | 1.1 | 101 | 4 | 94 | -1 | 91 | 2 | 4 |
| O=c1cc(-c2ccccc2)n(S(=O)(=O)c2ccccc2)o1 | 89 | / | 73 | 5 | 99 | 8[fluorescence artefact?] | 88 | 1[fluorescence artefact?] | -2 |
| CN(C)C(=O)c1ccc(Oc2ccc(C(=O)N(C)C)cc2)cc1 | 96 | 1.3 | 102 | -1 | 113 | -16 | 98 | 3 | -5[fluorescence artefact?] |
| CCOC(=O)C1CCCN(C(=O)c2cc(Nc3ccc(OC)cc3OC)nc3ccccc23)C1 (centres undefined) | 92 | 1.1 | 80[fluorescence artefact?] | 1 | 94 | -2 | 82 | 16[fluorescence artefact?] | 0 |
| Nc1cccc(-c2nc3ccc(N)cc3s2)c1 | 66 | 0.3 | 113 | / | 99 | 5 | 50 | 4 | 7 |
| COc1ccc(-n2c(Cc3cccn3C)nnc2SCC(=O)Nc2ccc(C)c(Cl)c2)cc1 | 74 | 0.9 | 106 | 10 | 86 | -1 | 71 | -3 | 0 |
| COC(=O)CC1C(=O)NC2CCCCC2N1C(=O)c1ccccc1 (centres undefined) | 96 | 1.2 | 112[fluorescence artefact?] | -1 | 97 | 6 | 98 | -15 | -3[fluorescence artefact?] |
| Cc1ccc2cc(CN(Cc3nnnn3C3CCCC3)C3CCCCC3)c(=O)[nH]c2c1C | 97 | 1.2 | 119 | 1 | 92 | 2 | 91 | -11 | -2 |
| Fc1ccc(C2=Nn3c(Cc4ccccc4)nnc3SC2)cc1 | 102 | 1 | 100[fluorescence artefact?] | 0 | 90 | -1 | 97 | 1 | 3 |
| Cn1c(-c2ccc(F)cc2)cnc1NCc1ccccc1 | 74 | 1.1 | 103 | 0 | 93 | 16 | 94 | 9 | 19 |
| COc1ccccc1-c1nnc(SC/C(O)=C(\C#N)c2nc3ccccc3[nH]2)n1C1CCCCC1 | 69 | 1.1 | 98[fluorescence artefact?] | / | 97 | 38[fluorescence artefact?] | 74 | 10[fluorescence artefact?] | 13[fluorescence artefact?] |
| CCn1c(=O)cc(SCC(=O)N2CCN(c3ccccc3F)CC2)c2ccccc21 | 79 | 1.2 | 101 | -6 | 100 | -3 | 77 | 31[fluorescence artefact?] | -12 |
| C=C(C)C1CC=C(CN2CCC(C(=O)OCC)CC2)CC1 (centres undefined) | 71 | 1.1 | 120 | -4 | / | -4 | 102 | 9 | -6[fluorescence artefact?] |
| COCCn1c(SCC(=O)Nc2cccc(S(N)(=O)=O)c2)nc2ccccc21 | 85 | 1 | 95 | 2 | 107 | 16 | 107 | -18 | -7 |
| CCCCN1CCc2c([nH]c3ccccc23)C1=O | 93 | 1.6 | 118 | 48 | 105 | -2 | 105 | 7 | 0 |
| O=C(O)COCC(=O)Nc1ccc2c(c1)CCC2 | 100 | 0.9 | 154 | -3 | 100 | 3[fluorescence artefact?] | 98 | 1 | -1[fluorescence artefact?] |
| CC(C)NC(=O)/C(=N\O)c1ccccc1 | 100 | 1 | 133 | 4 | 100 | -6 | 104 | 6 | -1 |
| CCOc1cc(N2CCOCC2)c(OCC)cc1NC(=O)CCS(=O)(=O)c1ccc(Cl)cc1 | 77 | 1 | 95[fluorescence artefact?] | -1 | 94 | 5 | 98 | 15 | 19[fluorescence artefact?] |
| C=CCOC(=O)N1CCN(c2cccc(C(F)(F)F)c2)CC1 | 106 | 1 | 101 | 4 | 97 | -7[fluorescence artefact?] | 105 | -8 | 5[fluorescence artefact?] |
| CC(CCc1ccccc1)NC(=O)C1CCCN(C(=O)c2cc3sccc3n2C)C1 (centres undefined) | 42 | 1.2 | 102 | 1 | 92 | 9[fluorescence artefact?] | 89 | 0 | 5[fluorescence artefact?] |
| CCOc1ccc(N2C(=O)CC(NCCc3ccc(S(N)(=O)=O)cc3)C2=O)cc1 (centres undefined) | 91 | 1.1 | 87 | -1 | 100 | 7 | 95 | -18 | 4 |
| CCOC(=O)Nc1sc(NS(=O)(=O)c2ccc(C)cc2)nc1C | 101 | 1.1 | 87 | -2 | 102 | 0 | 110 | 15 | 2 |
| Cc1ccnc(SCC(=O)Nc2oc(-c3ccccc3)c(-c3ccccc3)c2C#N)n1 | 96 | / | 109 | -4 | 95 | -1 | 88 | -1 | 3 |
| COc1ccc(Cc2nnc(SCC(=O)NC3CCCCC3)n2C)cc1 | 100 | 1.2 | 125 | 4 | 103 | 1 | 107 | 2[fluorescence artefact?] | -3[fluorescence artefact?] |
| CCCS(=O)(=O)N1CCN(C(=O)c2cc(OC)cc(OC)c2)CC1 | 104 | 1.1 | 118 | 7 | 90 | -18 | 83 | 5 | 4[fluorescence artefact?] |
| Cc1cccc(N=C2NC(=O)/C(=C3/C(=O)N(C)c4ccccc43)S2)c1C | 70 | 1.1 | 26[fluorescence artefact?] | -1 | 84 | 61* | 41 | 10 | 37 |
| COc1ccc(N2CCCn3c2nc2c3c(=O)n(Cc3ccccc3F)c(=O)n2C)c(OC)c1 | 61 | 1.1 | 105 | -4 | 94 | -5 | 95 | 1 | -10 |
| CC(=O)NC1CC2CCCC(C1)N2CC(=O)NCc1ccc(F)cc1 (centres undefined) | 99 | 1.3 | 114 | -5 | 105 | -10 | 98 | 0 | -9 |
| COc1ccc(CN2CN=C(Nc3nc4ccccc4s3)NC2)cc1 | 83 | 1.2 | 101 | -4 | 91 | -6 | 92 | -5 | -10 |
| O=C1OC(NC(=O)c2ccccc2)C(N2CCOCC2)=C1Cl (centres undefined) | 94 | 1 | 106 | 0 | 97 | 2 | 74 | 1 | -4 |
| COc1cc(C)nc(N(C)S(=O)(=O)c2ccccc2Cl)n1 | 55 | 1.1 | 105 | 3 | 93 | -6 | 107 | 1 | -22 |
| CC(C)(C)c1ccc(C(=O)OCCNC(=O)c2c(Cl)nc3ccccn23)cc1 | 84 | 1.3 | 90 | 5 | 83 | 12 | 80 | 9 | -5 |
| Clc1ccccc1-c1nnc2sc(CCc3ccccc3)nn12 | 72 | 1.2 | 84 | -2 | 102 | -3 | 86 | 7 | -11 |

Some of these compounds in order of length of the SMILES, smallest number first:
| smiles | H69AR growth 86K | MT1-MMP txn act | ERa coact pot | Mac1 fbg enh | Lung fibro prol | ERa SRC1 inh | HUVEC inhibit | Smad3 FoxH1 inh | ERb coact inh |
| --- | --- | --- | --- | --- | --- | --- | --- | --- | --- |
| CC(C)NC(=O)/C(=N\O)c1ccccc1 | 100 | 1 | 133 | 4 | 100 | -6 | 104 | 6 | -1 |
| O=C(O)COCC(=O)Nc1ccc2c(c1)CCC2 | 100 | 0.9 | 154 | -3 | 100 | 3[fluorescence artefact?] | 98 | 1 | -1[fluorescence artefact?] |
| Cc1ccccc1OC(C)c1nc(-c2ccccc2)no1 (centres undefined) | 95 | 1.1 | 99 | 4 | 104 | -39 | 105 | 1 | -10[fluorescence artefact?] |
| COC(=O)CC1C(=O)NC2CCCCC2N1C(=O)c1ccccc1 (centres undefined) | 96 | 1.2 | 112[fluorescence artefact?] | -1 | 97 | 6 | 98 | -15 | -3[fluorescence artefact?] |
| CCOC(=O)Nc1sc(NS(=O)(=O)c2ccc(C)cc2)nc1C | 101 | 1.1 | 87 | -2 | 102 | 0 | 110 | 15 | 2 |
| CN(C)C(=O)c1ccc(Oc2ccc(C(=O)N(C)C)cc2)cc1 | 96 | 1.3 | 102 | -1 | 113 | -16 | 98 | 3 | -5[fluorescence artefact?] |
| CC(CCc1ccccc1)NC(=O)C1CCCN(C(=O)c2cc3sccc3n2C)C1 (centres undefined) | 42 | 1.2 | 102 | 1 | 92 | 9[fluorescence artefact?] | 89 | 0 | 5[fluorescence artefact?] |
| O=C(CN1CCOCC1)Nc1cccc(C(=O)Nc2cccc(C(F)(F)F)c2)c1 | 61 | 1 | 113 | 4 | 97 | -8 | 80 | 2 | 4 |
| CC(C)c1ccc(-c2noc(C3CCCN(C(=O)c4ccc(F)cc4F)C3)n2)cc1 (centres undefined) | 109 | 1.2 | 95[fluorescence artefact?] | -6 | 100 | 10[fluorescence artefact?] | 59 | -17 | 15[fluorescence artefact?] |
| COc1ccc(-n2c(Cc3cccn3C)nnc2SCC(=O)Nc2ccc(C)c(Cl)c2)cc1 | 74 | 0.9 | 106 | 10 | 86 | -1 | 71 | -3 | 0 |
